TEAD-YAP inh: TEAD-YAP interaction inhibition, primary screen, TEAD-YAP interaction inhibitor project, luminescence, HEK-TIYL cells; TEAD-Gal4/YAP UAS-luciferase luminescence; 640,000 tested, 1.4% active; inhibition, % at 9.12 µM; in the data active means inhibition above about 32%;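 further: 0% = median of test compound wells and 100% = reference inhibitor wells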
MITF primary: MITF inhibitors, primary screen, biochemical, AlphaScreen, human | Microphthalmia-associated transcription factor (Homo sapiens), O75030 | AlphaScreen MITF homodimerization, bead proximity signal | inhibition, % at 2.6 µM | 650,000 tested, 0.91% active | AID 1259374, 2018; in the data active means inhibition above about 50%;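 further: 0% = vehicle wells with protein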
Target sequence (O75030 whole entry, looked up): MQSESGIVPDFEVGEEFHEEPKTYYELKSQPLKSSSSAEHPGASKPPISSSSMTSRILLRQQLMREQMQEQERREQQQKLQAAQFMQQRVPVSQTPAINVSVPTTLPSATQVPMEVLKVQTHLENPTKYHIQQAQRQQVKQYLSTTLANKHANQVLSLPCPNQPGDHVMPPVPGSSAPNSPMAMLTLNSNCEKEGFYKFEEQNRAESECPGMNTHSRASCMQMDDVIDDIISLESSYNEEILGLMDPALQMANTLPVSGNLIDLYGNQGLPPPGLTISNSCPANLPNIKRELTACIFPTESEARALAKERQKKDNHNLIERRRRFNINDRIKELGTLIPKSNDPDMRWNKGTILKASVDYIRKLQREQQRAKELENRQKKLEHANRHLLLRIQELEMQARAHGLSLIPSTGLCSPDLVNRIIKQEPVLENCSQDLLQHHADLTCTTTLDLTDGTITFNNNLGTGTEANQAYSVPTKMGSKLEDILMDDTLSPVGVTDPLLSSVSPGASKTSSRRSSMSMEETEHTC
FBW7 activator: FBW7 E3 ligase activators, primary screen, biochemical, AlphaScreen, human; F-box/WD repeat-containing protein 7 (Homo sapiens), Q969H0; AlphaScreen FBW7–phospho-cyclin E peptide binding, activator screen; normalized activity (activation), % at 26.1 µM; 650,000 tested, 0.13% active; AID 1259310, 2017; in the data active means normalized activity above about 1.9%;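 further: purified mutant Fbw7 with reduced substrate affinity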
GPR151 ag: activators of human GPR151, primary screen, cell-based, PathHunter beta-arrestin, luminescence; G-protein coupled receptor 151 (Homo sapiens), Q8TDV0; activation, % at 11.2 µM; PathHunter beta-arrestin GPR151 cells; AID 1508602, 2020; 650,000 tested, 1% active; in the data active means activation above about 4.9%;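 further: 0% = median of compound wells and 100% = cells with positive control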
Target sequence (Q8TDV0 whole entry, looked up): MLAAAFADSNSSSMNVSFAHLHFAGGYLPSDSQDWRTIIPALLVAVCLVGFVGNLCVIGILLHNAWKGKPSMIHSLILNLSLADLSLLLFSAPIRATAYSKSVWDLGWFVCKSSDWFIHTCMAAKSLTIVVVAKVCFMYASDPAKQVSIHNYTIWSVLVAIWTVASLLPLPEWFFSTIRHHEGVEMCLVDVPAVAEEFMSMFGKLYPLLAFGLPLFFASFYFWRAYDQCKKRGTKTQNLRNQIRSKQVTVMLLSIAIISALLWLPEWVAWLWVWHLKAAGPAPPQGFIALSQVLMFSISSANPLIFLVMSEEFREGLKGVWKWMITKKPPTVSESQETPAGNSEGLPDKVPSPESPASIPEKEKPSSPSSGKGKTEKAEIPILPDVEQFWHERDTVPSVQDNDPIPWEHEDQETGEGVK
* hit, by the source's call.

The opening 5 records (preview)
Sequence of screens – TEAD-YAP inh	FBW7 activator	GPR151 ag	MITF primary
CCOCCCNCc1ccc(F)cc1Cl
→ 6	0.5	-1.5	29
O=c1c2cc3ccccc3cc2[nH]c(=S)n1CCCN1CCCC1
→ -12	0.2	0.3	-2
Nc1[nH]n(-c2ccccc2)c(=O)c1C1=NCCCCC1
→ -27	1.2	-3.2	20
O=C(CCn1nnc2ccccc21)N/N=C/c1ccccc1O
→ -8	-0.2	0.3	10
COC(=O)c1cc(S(=O)(=O)N(C)Cc2ccco2)c[nH]1
→ -7	0.3	-0.4	2

The list itself (from the top)
Sequence of screens – TEAD-YAP inh	FBW7 activator	GPR151 ag	MITF primary
CCOCCCNCc1ccc(F)cc1Cl
→ 6	0.5	-1.5	29
O=c1c2cc3ccccc3cc2[nH]c(=S)n1CCCN1CCCC1
→ -12	0.2	0.3	-2
Nc1[nH]n(-c2ccccc2)c(=O)c1C1=NCCCCC1
→ -27	1.2	-3.2	20
O=C(CCn1nnc2ccccc21)N/N=C/c1ccccc1O
→ -8	-0.2	0.3	10
COC(=O)c1cc(S(=O)(=O)N(C)Cc2ccco2)c[nH]1
→ -7	0.3	-0.4	2
CCOC(=O)C1=C(C)N=c2s/c(=C\c3ccc(N4CCCCC4)o3)c(=O)n2C1c1ccc(OC)c(OC)c1 (configuration not stated)
→ 4	0.1	0.0	7
c1ccc(-c2nnc(CN3CCN(c4ccccc4)CC3)o2)cc1
→ -1	0.0	1.2	3
CCCc1nnc(NC(=O)c2nc(S(C)(=O)=O)ncc2Cl)s1
→ 0	0.3	-0.1	-11
CC(OC(=O)c1nn(C)c(=O)c2ccccc12)C(=O)N1CCCC1 (configuration not stated)
→ 1	-0.1	-1.2	8
COc1ccc(Cl)cc1N(C)S(=O)(=O)c1ccc2[nH]cc(C(=O)NCCC3=CCCCC3)c(=O)c2c1
→ -10	1.2	0.6	8
COC(=O)c1ccc(-n2nnnc2SCc2ccccn2)cc1
→ 7	0.0	-1.1	10
CCOC(=O)c1sc(NC(C)=O)c(C(=O)OCC)c1C
→ -28	0.0	-1.1	-5
CC(=O)C(Sc1nnc(-c2ccc(Cl)cc2)n1-c1ccccc1)C(C)=O
→ -1	-0.1	-1.0	-5
COc1cc(/C=C2/SC(N)=NC2=O)ccc1OCc1ccc(Cl)cc1Cl
→ -2	0.3	0.9	8
CCc1ccccc1N(CC(=O)NC(C)(C)C)S(C)(=O)=O
→ 10	-0.1	0.1	-3
COc1ccc(-c2noc(CCCC(=O)NC3CCCCC3)n2)cc1OC
→ -7	0.5	-2.6	20
CCCCCOc1ccc(OC(=O)c2sc3ncn(Cc4cccc(F)c4)c(=O)c3c2C)cc1
→ -5	-0.2	-0.1	3
Cc1cc(/C=C2/NC(=O)NC2=O)c(C)n1-c1ccc(OCc2ccc(Cl)cc2Cl)cc1
→ 8	-0.1	-0.2	0
Cc1ccccc1OCc1nn2c(Cc3ccccc3)nnc2s1
→ 8	-0.1	-0.2	15
COC(=O)Cn1ncc2c3ccccc3n(C)c2c1=O
→ -5	0.1	0.4	-1

Entries of single compounds, quoted from the list. Order of screens: TEAD-YAP inh | FBW7 activator | GPR151 ag | MITF primary
Nc1[nH]n(-c2ccccc2)c(=O)c1C1=NCCCCC1 is entered as -27 | 1.2 | -3.2 | 20
CCOCCCNCc1ccc(F)cc1Cl is entered as 6 | 0.5 | -1.5 | 29
COC(=O)c1cc(S(=O)(=O)N(C)Cc2ccco2)c[nH]1 is entered as -7 | 0.3 | -0.4 | 2

Next structures follow.
Sequence of screens – TEAD-YAP inh	FBW7 activator	GPR151 ag	MITF primary
Clc1nc(NCCOc2ccccc2)c2[nH]cnc2n1
→ -2	-0.1	-1.4	5
CCc1c(C)nc(-n2nc(C)cc2C)n(CC(=O)Nc2c(C)cc(C)cc2C)c1=O
→ 3	-0.1	0.9	1
O=C(O)/C=C/C(=O)N1CCCc2ccccc21
→ 1	-0.2	3.4	-1
Cc1ccc(CNC(=O)CSc2nnc3ccc(-c4ccccc4)nn23)cc1
→ -1	-0.1	-1.5	4
C=CCNC(=S)NNC(=O)COc1cccc(Cl)c1
→ 0	1.1	0.3	12
COc1ccc(C(=O)CCC(=O)NCCc2c[nH]c3ccccc23)cc1
→ 4	-0.2	0.0	3
O=C1c2ccccc2C(=O)C2(O)OCCOC12O (configuration not stated)
→ -7	0.0	-1.5	-2
COC(=O)C1=C(C)NC2=C(C(=O)CC(C)(C)C2)C1c1ccc(C)cc1 (configuration not stated)
→ 1	0.1	1.7	-347
CC1=C(C(=O)Nc2ccccc2C)C(c2ccc(O)cc2)C2=C(CCCC2=O)N1 (configuration not stated)
→ -3	-0.1	0.2	10
Cc1ccc(C(=O)Cn2c[n+](N)cn2)cc1
→ 0	-0.2	-0.3	3
CC(=O)[C@H]1CCC2C3CC=C4C[C@@H](OS(=O)(=O)O)CC[C@]4(C)C3CC[C@@]21C (some centres not stated)
→ 12	0.1	-0.6	6
CC1=CC(=NS(=O)(=O)c2ccc(C)cc2)C=C(C)C1=O
→ 3	0.0	0.8	-12
CC(C)(C)NC(=O)OC1CSC2c3ccccc3C(=O)N2Cc2sccc21 (configuration not stated)
→ -23	-0.2	1.2	6
O=[N+]([O-])c1ccc(Cl)c(S(=O)(=O)NCC23CC4CC(CC(C4)C2)C3)c1
→ 13	-0.2	0.9	4
COCCNc1nc2nonc2nc1N(C)CC1Cc2ccccc2CN1C (configuration not stated)
→ -7	-0.1	-0.3	4
CCCCOc1ccc(C(=O)Oc2ccc(-c3ccc(C)cc3)cc2C)cc1
→ 12	0.2	-0.9	18
CCOC(=O)Cn1c(=O)c2c(OCC)c(C)cnc2n(C)c1=O
→ -6	0.2	0.3	10
CCOc1ccc(-n2c(=S)sc3c(=O)n(-c4ccc(F)cc4)c(SCC(=O)N4CCCC4)nc32)cc1
→ 3	0.8	3.5	28
CC(=O)N1CCN(C2=NC(=O)/C(=C/c3ccc(-c4ccc(C)cc4)o3)S2)CC1
→ -12	0.2	0.4	14
COC(=O)c1sc(N2C(=O)c3oc4ccccc4c(=O)c3C2c2ccc(C)o2)nc1C (configuration not stated)
→ -11	0.1	-0.1	15
CN(Cc1cccnc1)C(Cc1ccccc1)C1CCN(C(=O)CN2CCCCC2)CC1 (configuration not stated)
→ 1	0.0	3.7	-3
Cc1cc(Br)ccc1NC(=O)c1cccc(N(C)C)c1
→ -48	0.2	1.3	20
CC(=O)c1cccc(-c2ccc(C(=O)Nc3ccccc3)s2)c1
→ -62	0.0	-0.1	-4
COc1ccc(OC)c(CN2CCC(N3CCN(CCO)CC3)CC2)c1
→ 1	0.3	-1.0	81*
CCC(C)NC(=O)c1nn(-c2cccc(OC)c2)c(=O)c2ccccc12 (configuration not stated)
→ 7	-0.2	0.0	-2
O=C(O)C1CCCN(c2ccc([N+](=O)[O-])cc2[N+](=O)[O-])C1 (configuration not stated)
→ -8	-0.3	-0.7	1
Cn1cccc(C(=O)NCCC2CCCCN2S(=O)(=O)c2cccs2)c1=O (configuration not stated)
→ 5	-0.1	2.2	-10
COc1cccc(-c2cc(C(=O)N3CCC4(CC3)NC(=O)c3ccccc3N4)no2)c1
→ 9	0.0	2.3	16
CC(=O)Nc1ccc(Nc2cc(C)nc(Cl)n2)cc1
→ 4	0.0	2.5	5
COC(=O)C(C)NC(=O)C1CCCCC1 (configuration not stated)
→ -9	0.1	0.0	-7
CC1CCCN(c2nc3c(c(=O)[nH]2)CN(Cc2c(F)cccc2F)CC3)C1 (configuration not stated)
→ 2	0.5	0.6	-3
CN(CCC#N)C(=O)c1cc2c(=O)n3ccccc3nc2n1C
→ -16	0.1	0.2	7
CCn1c(=O)c2c(c3ccccc31)OC(C)C(=O)N2 (configuration not stated)
→ 0	-0.1	-1.4	0
CCCCN(C)C(=O)c1nc2ccccn2c1CN1CCC[C@H]1C(=O)OC
→ 11	0.1	0.9	-4
C[C@@H](O)[C@@H]1NC(=O)[C@H]2CN(Cc3cccc4cccnc34)CCN2C1=O
→ 8	0.1	1.8	14
Cn1cccc1CN1CCN(Cc2ccncc2)CC1
→ 0	-0.4	-0.7	64*
OCC1CCCN1c1cc(NCc2nc3ccccc3[nH]2)ncn1 (configuration not stated)
→ -6	0.5	4.2	13
CCCN1CCc2nc(NC(=O)c3ccc4ccccc4c3)sc2C1
→ -22	0.0	2.2	-6
COc1cc(OC)c(NC(=O)C(CC(C)C)N2Cc3ccccc3C2=O)cc1Cl (configuration not stated)
→ -1	0.1	0.6	3
COc1ccc(-c2cc3c(nn2)Nc2ccccc2S3)cc1
→ 86*	0.9	-4.0	8
Cc1ccccc1C(=O)Oc1coc(CSc2ncccn2)cc1=O
→ 5	-0.1	0.2	7
COC(=O)[C@@H]1C[C@H](NC(=O)c2cccc(-c3cccc(F)c3)c2)CN1Cc1ccncc1
→ -2	0.0	-0.3	4
O=C(Nc1cccc(-c2ccco2)c1)C1CCN(C(=O)C2CCOCC2)CC1
→ -5	-0.1	-0.6	0
O=C(NCCc1ccccc1)C1CCN(C(=O)N2CCOc3ccc(Cl)cc32)CC1
→ 3	0.0	-2.1	-11
CC(C)OP(=O)(OC(C)C)C(Nc1ccccc1)c1cccnc1 (configuration not stated)
→ 9	0.2	0.6	8
COc1cccc(C(=O)COC(=O)c2cc(C)nc3ccccc23)c1
→ -6	-0.2	0.1	-7
COC(=O)CN1C(=O)C2(C(C#N)=C(N)Oc3n[nH]c(-c4ccc(C)cc4)c32)c2ccccc21 (configuration not stated)
→ 10	0.1	1.1	2
COCCCN1C(=O)/C(=C\c2ccccc2F)C(C(=O)OC)=C1C
→ -2	0.0	-0.1	27
CSc1nc2ccccc2n1CC(N)=O
→ -18	-0.2	0.9	-12
O=C(NN1C(=O)c2ccccc2C1=O)c1ccccc1Br
→ 7	0.1	0.3	11
O=C(NCc1cccs1)NCC1CC(=O)N(c2ccc(F)cc2)C1 (configuration not stated)
→ 5	-0.1	0.0	-4
CCc1ccccc1Nc1nc(N)nc(COc2ccc(C)nc2[N+](=O)[O-])n1
→ -19	0.0	-0.6	-3
CCCn1c(CCC(=O)NCc2ccco2)nc2cccnc21
→ 1	-0.2	-0.4	7
COc1ccc(NC(=O)C2C3C=CC4(O3)C2C(=O)N(CCCN2CCOCC2)C4C(=O)NC2CCCC(C)C2C)cc1 (configuration not stated)
→ 6	0.4	2.6	-3
O=C(NCCOc1ccccc1)c1ccc2nc(N3CCc4ccccc4C3)sc2c1
→ -7	-0.2	-0.2	-5
CC1CN(CCCOc2ccccc2Br)CC(C)O1 (configuration not stated)
→ -6	-0.1	0.7	16
O=C(COC(=O)c1cc(=O)[nH]c2ccccc12)Nc1ccc(Br)cc1F
→ 7	0.1	2.6	-3
CCCNC(=O)CCc1nc(-c2ccccc2)no1
→ -8	0.1	2.6	0
Cc1cc(NC2CCN(Cc3ccccc3)CC2)nc(Nc2ccc(C(F)(F)F)cc2)n1
→ 4	0.1	0.7	1
COCCCNC(=O)c1cnc2n(c1=O)CCS2
→ -8	0.1	-1.7	-16

Following part:
Sequence of screens – TEAD-YAP inh	FBW7 activator	GPR151 ag	MITF primary
COc1ccc(-n2nc(C(=O)Nc3c(F)cc(F)cc3Br)c3ccccc3c2=O)cc1
→ 6	0.0	-1.5	11
COc1ccc(Nc2ccc3c(cnn3-c3cccc(C(=O)NCCCN4CCOCC4)c3)c2)cc1
→ 19	-0.1	-1.2	14
O=C(N/N=C/c1ccccc1O)c1ccc2c(c1)OCO2
→ -54	-0.1	2.4	0
O=S(=O)(Nc1ccc(N2CCC(NCC3COCCO3)CC2)cc1)c1ccccc1 (configuration not stated)
→ 11	-0.3	-0.6	0
CCCCCOC(=O)C1=C(C)NC2=C(C(=O)CCC2)C1c1ccc(OCc2ccccc2)c(OC)c1 (configuration not stated)
→ 2	0.4	-0.4	6
COc1cc2nc(Nc3cccc(N(C)C)c3)nc(NCCO)c2cc1OC
→ 0	-0.1	-2.3	22
Cc1cc(OCC(=O)N/N=C/c2ccncc2)cc(C)c1Cl
→ -4	-0.2	0.0	-1
CCCNC(=O)C1CC(c2c(F)cccc2Cl)=NO1 (configuration not stated)
→ 2	0.1	-0.7	3
COc1ccccc1CN[C@H]1C[C@H]2C(=O)N[C@@H](Cc3ccc(Cl)cc3)C(=O)N2C1
→ -12	0.0	-0.7	-11
O=C1Nc2cc(C(=O)N3CCN(c4ccc(F)cc4)CC3)ccc2NC1CS(=O)(=O)Cc1cccc(F)c1 (configuration not stated)
→ 11	-0.1	3.1	-7
O=C(Nc1nnc(-c2ccccc2)s1)c1ccc([N+](=O)[O-])c(Cl)c1
→ -1	-0.1	-0.4	-3
CC(=O)Nc1cccc(OCC(=O)Nc2ccc(C)c(C)c2)c1
→ -47	0.1	-2.2	16
CNC(=O)c1ccccc1Nc1cc(Nc2ccc(-c3cncnc3)cc2OC)ncc1C(F)(F)F
→ 13	1.6	-0.1	36

Compound activity deposited in PubChem BioAssay by The Scripps Research Institute Molecular Screening Center.
